Screens (PubChem)
hcDAF12 agonist = H. contortus DAF-12 nuclear receptor activators, primary screen, cell-based, luminescence, HEK293, lit1-tk-luc reporter | activation, % at 6.8 µM | AID 652067, 2013 | actives 1.4% (n = 370,000) | HEK293 hcDAF-12 lit1-tk-luc reporter; 0% DMSO, 100% Δ7-dafachronic acid;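 active = activation above the mean of all tested compounds plus 3 SD, cut at about 5.5% in these data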;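 note: 100% = response to 3 µM Δ7-dafachronic acid high control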
PLC-beta3 inh = human PLC-beta3 inhibitors, primary screen, biochemical, fluorescence; 1-phosphatidylinositol 4,5-bisphosphate phosphodiesterase beta-3 (Homo sapiens), Q01970; Purified PLC-beta3, fluorogenic substrate; inhibition, % at 12.2 µM; actives 0.18% (n = 370,000); in the data active = inhibition above about 11%;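 note: 0% = median of compound wells on plate and 100% = full blocker control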
ssDAF12 agonist = S. stercoralis DAF-12 nuclear receptor activators, primary screen, cell-based, luminescence, HEK293, GRIP1 co-expression, lit1-tk-luc. Nuclear hormone receptor DAF-12 (Strongyloides stercoralis). HEK293 ssDAF-12/GRIP1 lit1-tk-luc reporter; % of 3 µM dafachronic acid response. activation, % at 6.8 µM. actives 1% (n = 370,000);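 active = activation above the mean over all tested compounds plus 3 SD, cut at about 0.9% in these data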;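 note: 0% = DMSO-only wells and 100% = 3 µM delta7-dafachronic acid wells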
DAX1 inh-1 = DAX1 (NR0B1) inhibitors on StAR promoter, primary screen, cell-based, luminescence, SF-1 (NR5A1), full-length DAX-1 | actives 1.1% (n = 370,000) | inhibition, % at 6.8 µM | HEK293T StAR-luciferase reporter, SF-1/DAX-1 repression relief | AID 652010, 2013;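 active = inhibition above the mean over all tested compounds plus 3 SD, cut at about 3.6% in these data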;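 note: 0% = DAX-1 cells with DMSO and 100% = cells lacking DAX-1 with DMSO; higher inhibition means more luminescence from relief of DAX-1 repression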
NR1D1 modulator = modulators of Rev-erb alpha DNA binding, primary screen, biochemical, FITC-DNA, fluorescence polarization, uHTS; activity, % at 10 µM; Nuclear receptor subfamily 1 group D member 1 (Homo sapiens), P20393; Rev-erbα–FITC-DNA binding, 90 min; AID 1259318, 2017; actives 0.79% (n = 370,000);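 active = activity above about 14%, limit read from the data; passing the limit was not always enough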;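 note: 0% = DMSO wells with 35 nM protein and 100% = DMSO wells with 750 nM protein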
MBD2 inh = inhibitors of MBD2 binding to methylated DNA, primary screen, biochemical, TR-FRET, DNA-binding domain, human | Methyl-CpG-binding domain protein 2 (Homo sapiens), Q9UBB5 | MBD2 binding to methylated oligonucleotide | inhibition, % at 4.4 µM | actives 0.31% (n = 370,000) | AID 686964, 2013; in the data active = inhibition above about 13%
Target sequence (Q9UBB5 whole entry, looked up, the tested form may be a part): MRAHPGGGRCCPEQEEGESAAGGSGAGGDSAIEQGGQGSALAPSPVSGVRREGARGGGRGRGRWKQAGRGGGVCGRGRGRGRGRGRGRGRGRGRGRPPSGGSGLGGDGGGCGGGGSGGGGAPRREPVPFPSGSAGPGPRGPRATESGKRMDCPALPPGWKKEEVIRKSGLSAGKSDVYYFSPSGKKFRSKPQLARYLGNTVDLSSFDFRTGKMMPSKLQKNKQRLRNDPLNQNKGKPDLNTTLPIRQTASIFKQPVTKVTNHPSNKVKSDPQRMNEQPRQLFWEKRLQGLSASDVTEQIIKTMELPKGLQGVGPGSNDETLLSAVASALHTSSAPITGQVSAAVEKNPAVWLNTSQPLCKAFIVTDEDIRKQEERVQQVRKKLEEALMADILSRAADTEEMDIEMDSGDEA
DAX1 inh-2 = DAX1 (NR0B1) inhibitors, primary screen, cell-based, HEK293, Gal4-DAX1, luciferase luminescence; HEK293 Gal4-DAX1 luciferase reporter; inhibition, % at 6.75 µM; actives 0.99% (n = 340,000); AID 504766, 2011;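 active = inhibition above the mean over all tested compounds plus 3 SD, cut at about 4.2% in these data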;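 note: 0% = DAX1-transfected cells with DMSO and 100% = empty-vector control cells with DMSO; inhibition shows as a rise in luminescence from relieved DAX1 repression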
SMARCA2 act = SMARCA2 (BRM) function activators, primary screen, cell-based, luminescence, high throughput. actives 1% (n = 370,000). activation, % at 9.1 µM. MG213 cells, MMTV-luciferase reporter, dexamethasone, overnight; in the data active = activation above about 7.8%;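 note: 0% = vehicle wells and 100% = reference activator wells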
PLC-gamma1 inh = PLC-gamma1 enzyme inhibitors, primary screen, biochemical, fluorescence, purified enzyme; 1-phosphatidylinositol 4,5-bisphosphate phosphodiesterase gamma-1 (Homo sapiens), P19174; fluorogenic substrate; inhibition, % at 12.2 µM; actives 0.84% (n = 370,000); AID 720700, 2013; in the data active = inhibition above about 9.5%
ADAM17 inh = ADAM17 inhibitors, primary screen, biochemical, QFRET. recombinant ADAM17, EDANS/DABCYL FRET peptide cleavage. inhibition, % at 6.95 µM. actives 0.83% (n = 370,000). AID 720648, 2013;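 active = inhibition above the mean of compounds lying between control limits plus 3 SD, set per campaign, cut at about 8.5% in these data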;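 note: 0% = DMSO-only wells as the low control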
Target sequence (P78536 215-824 limits assumed): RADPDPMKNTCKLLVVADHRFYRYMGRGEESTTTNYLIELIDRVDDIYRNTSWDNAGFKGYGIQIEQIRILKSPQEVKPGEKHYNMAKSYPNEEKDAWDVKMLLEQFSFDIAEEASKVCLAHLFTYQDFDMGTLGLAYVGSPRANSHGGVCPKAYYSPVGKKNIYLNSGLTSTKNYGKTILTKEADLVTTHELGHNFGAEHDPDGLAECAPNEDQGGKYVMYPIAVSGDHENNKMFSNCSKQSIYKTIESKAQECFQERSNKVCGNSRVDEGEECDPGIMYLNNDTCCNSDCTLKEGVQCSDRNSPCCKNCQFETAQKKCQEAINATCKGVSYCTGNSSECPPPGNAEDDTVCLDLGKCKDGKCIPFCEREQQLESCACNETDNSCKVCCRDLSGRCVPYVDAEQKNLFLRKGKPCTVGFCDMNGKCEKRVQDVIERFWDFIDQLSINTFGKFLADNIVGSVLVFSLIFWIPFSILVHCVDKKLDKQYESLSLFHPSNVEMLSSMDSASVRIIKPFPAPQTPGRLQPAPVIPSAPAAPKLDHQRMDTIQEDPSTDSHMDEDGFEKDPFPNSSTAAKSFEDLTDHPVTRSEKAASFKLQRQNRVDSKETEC
hgDAF12 agonist = H. glycines DAF-12 receptor agonists, primary screen, cell-based, luminescence, HEK293, GAL4 fusion, UAS-luciferase; Nuclear hormone receptor DAF-12 (Heterodera glycines), GAL4 fusion; HEK293 GAL4-hgDAF12 UAS-luciferase reporter, agonist luminescence; normalized to butyrate control; activation, % at 6.8 µM; actives 1.8% (n = 370,000); AID 687014, 2013;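 active = activation above a cutoff set at the mean of all screened compounds plus 3 SD, cut at about 10% in these data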;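 note: 0% = DMSO wells and 100% = sodium butyrate wells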
Numbers without * were called inactive; i = inactive; nt = no result given.

SMILES | hcDAF12 agonist | PLC-beta3 inh | ssDAF12 agonist | DAX1 inh-1 | NR1D1 modulator | MBD2 inh | DAX1 inh-2 | SMARCA2 act | PLC-gamma1 inh | ADAM17 inh | hgDAF12 agonist
CC12CCC(C(=O)NCc3ccccc3Cl)(C(Br)C1=O)C2(C)C (centres undefined) | 0.9 | 3.5 | -1.1 | -0.3 | 7.1 | -5.9 | -1.5 | -0.7 | 2.8 | 2.1 | -0.1
CS(=O)(=O)c1ccc2nc(NC(=O)c3cc([N+](=O)[O-])cc([N+](=O)[O-])c3)sc2c1 | -0.3 | -6.9 | -0.7 | -0.1 | 5.5 | 0.3 | 0.5 | 2.6 | 0.3 | -5.5 | 0.7
O=c1c2ccccc2nc(SCc2cccc(F)c2)n1C1CCCC1 | -1.0 | -1.1 | -1.6 | 0.0 | 6.2 | 0.4 | 0.6 | -1.5 | 1.2 | 1.3 | -2.5
COc1ccc(N2CCN(CC(=O)Nc3nc4c(s3)CC(C)CC4)CC2)cc1 (centres undefined) | -0.8 | -1.6 | -0.9 | 0.3 | -1.0 | 3.0 | -1.2 | 0.1 | -1.9 | -1.2 | -0.5
CCOc1ccc(NC(=O)NCCN2CCN(c3ccccc3F)CC2)cc1 | -0.7 | -3.4 | -0.5 | -1.1 | 13.6 | 0.2 | -0.2 | -1.4 | 2.1 | -0.5 | 0.6
Cc1ccc(CSc2nnc(NC(=O)Cn3cnc4ccccc4c3=O)s2)cc1 | -0.1 | -11.5 | -2.0 | -0.3 | 1.6 | 0.9 | 0.2 | 1.1 | -2.8 | -5.5 | -2.2
CCn1c(=O)c(C(=O)NCCN2CCCCC2)c(O)c2ccccc21 | -1.4 | -3.7 | -0.8 | 0.1 | 4.1 | 1.6 | -0.7 | -2.7 | -2.6 | -5.3 | 2.5
Cc1nc2sc(C(c3cccs3)N3CCN(c4ccccc4)CC3)c(O)n2n1 (centres undefined) | -2.3 | 1.7 | -0.6 | 0.5 | -6.3 | 2.8 | 0.4 | -2.1 | -0.8 | 1.3 | -0.9
Cc1ccc(NC(=O)CSc2nnc(-c3cccs3)o2)cc1S(=O)(=O)N1CCCCC1 | -0.2 | -2.1 | -0.9 | 0.4 | 2.2 | -1.1 | 0.5 | -2.3 | 0.3 | 0.2 | 1.2
O=C(COC(=O)c1ccc(S(=O)(=O)NCc2ccco2)cc1)Nc1ccc(OC(F)F)cc1 | -2.6 | -0.8 | -0.6 | 0.5 | -5.8 | -1.3 | 0.3 | -3.3 | -1.0 | -3.1 | 1.6
COc1cccc(N2CCN(Cc3nc4scc(-c5ccccc5)c4c(=O)[nH]3)CC2)c1 | -2.0 | -13.1 | -1.8 | -1.6 | -4.3 | -1.4 | -0.8 | -4.2 | -11.6 | 3.3 | 2.8
Nc1ccc2oc(-c3ccc4nc[nH]c4c3)nc2c1 | -1.1 | i | -1.1 | 2.4 | -7.0 | -1.7 | -1.4 | -2.3 | i | -53.2 | 2.6
Cc1ccc(CCN2CC(C(=O)NC3CCCCC3)CC2=O)cc1 (centres undefined) | 0.8 | -5.4 | -1.7 | 0.7 | -10.3 | -3.2 | -0.2 | 4.1 | 3.0 | 0.3 | 1.1
Cc1c(Cl)cccc1NC(=O)CSc1sc2c(O)cc(=O)[nH]c2c1C#N | -1.8 | -11.2 | -1.4 | 0.1 | -1.3 | -0.8 | 4.4* | -2.5 | 1.3 | 1.9 | 1.2
Cc1ccc(S(=O)(=O)N2CCOCC2)cc1NC(=O)COC(=O)c1ccc(Br)cc1 | -0.2 | -0.6 | -1.4 | -0.2 | 1.4 | -3.3 | 3.8 | -3.9 | 8.0 | -4.4 | -0.6
O=C(COc1ccccc1Cl)NCc1ccncc1 | -1.9 | 5.1 | -1.5 | 0.0 | 1.0 | -0.2 | 0.0 | 2.3 | 5.5 | -1.2 | -0.7
O=C(Nc1ccc(F)c(F)c1)c1cnc(-c2ccccc2)nc1-c1ccccc1 | 0.4 | 2.7 | -0.6 | 0.5 | 4.1 | -7.2 | 0.9 | -1.7 | 3.2 | -1.5 | 0.5
CCn1c(=NC(=O)CCS(=O)(=O)c2ccccc2)sc2cccc(OC)c21 | -1.2 | -12.1 | -1.4 | -7.0 | 5.0 | -0.6 | -1.7 | -3.3 | -6.8 | -2.5 | -4.2
Cc1nc2ccccc2c2nc(N)nn12 | 0.5 | 0.4 | -0.6 | 1.2 | 1.4 | 2.2 | 0.7 | -2.6 | 0.3 | -5.9 | 1.4
Cc1cccc(-c2n[nH]c(=S)n2/N=C/c2cccs2)c1 | -0.6 | -13.9 | -1.2 | -0.6 | 1.2 | -2.5 | nt | 6.0 | -3.2 | -3.8 | 0.0
CCN(C[C@H]1N[C@@](Cc2ccccc2)(C(=O)OC)[C@H]2C(=O)N(Cc3ccccc3)C(=O)[C@@H]12)C(=O)c1ccc(F)cc1 | -0.8 | 0.8 | -1.2 | -0.9 | 2.9 | -2.9 | 1.5 | -3.1 | 2.0 | -15.4 | -0.8
C#CC[N+]1(CC#Cc2ccccc2)CCCC1 | -1.1 | 3.1 | -1.4 | 0.8 | 0.8 | 4.5 | 1.6 | -2.5 | -5.8 | -4.9 | 1.4
Cc1ccc2nc3c(cc(C(N)=S)c(=N)n3CCCOC(C)C)c(=O)n2c1 | -0.7 | -372.1 | -1.7 | -1.3 | -10.3 | -8.4 | 0.5 | 3.4 | -241.5 | -365.7 | 0.8
COc1ccc(CC(N)c2csc(Nc3ccc(S(C)(=O)=O)cc3)n2)cc1 (centres undefined) | -0.5 | -29.2 | -1.1 | 1.5 | 0.7 | -2.9 | nt | -7.3 | -18.7 | -7.4 | -2.7
Cn1c(=O)c2c(ncn2CC(=O)NC(C)(C)C)n(C)c1=O | -0.4 | 3.3 | -1.2 | 0.3 | 1.3 | 3.4 | -0.7 | -4.3 | 2.1 | 2.9 | 0.9
CC(C)(C)OC(=O)N1CCN(CCNC(=O)c2ccccc2)CC1 | -0.2 | -1.9 | -1.0 | -0.5 | 1.8 | 3.7 | -0.6 | -2.0 | 1.5 | -7.3 | -2.8
CCOc1ccc2[nH]c(=O)c(CN(CCc3ccccc3)C(=O)c3cnccn3)cc2c1 | 1.6 | 1.2 | -1.8 | -0.1 | 6.8 | -0.4 | -1.0 | 2.4 | 2.5 | -1.6 | -0.8
COC(=O)c1c(C(=O)OC)c(-c2ccccc2)n2c1CS(=O)C2 (centres undefined) | -1.0 | 7.9 | -1.6 | -0.2 | 4.9 | 4.2 | 0.8 | -2.2 | 3.7 | 3.5 | -1.5
CCOc1ccccc1/C=N/N1CCN(Cc2ccccc2)CC1 | 0.4 | -2.4 | -1.3 | -0.3 | -0.8 | -1.3 | -1.6 | -1.5 | -0.3 | -1.9 | -3.3
Cc1cccc(NS(=O)(=O)c2cccc(C(=O)N3CCC3)c2)c1 | 0.0 | -7.1 | -1.8 | 1.7 | -2.0 | 1.2 | 0.1 | 4.5 | -3.7 | -26.1 | -1.4
CCCCOn1c(C)c(C(=O)OCC)c2c3nonc3ccc21 | -0.9 | -238.7 | -0.8 | 0.3 | -5.9 | -2.7 | 0.1 | -3.1 | -178.4 | -15.7 | -0.4
OC1(c2ccccc2F)CCN(Cc2nnnn2Cc2ccc(F)cc2)CC1 | 0.5 | -10.3 | -1.4 | -1.3 | 0.5 | 2.5 | -0.4 | -0.3 | 1.8 | -4.1 | -3.4
Cc1ccc(CCC(=O)Nc2ncc(Cc3cccc(Cl)c3Cl)s2)o1 | -2.3 | 2.3 | -1.6 | -2.1 | 5.2 | 3.1 | -1.8 | -1.9 | 0.2 | -2.4 | 4.8
COc1cc(C(=O)Oc2cc(C)[nH]c(=O)c2[N+](=O)[O-])cc(OC)c1OC | -0.7 | 2.8 | -1.3 | 0.3 | -6.2 | -1.8 | -0.1 | -0.1 | 1.2 | -1.3 | 1.4
CCNc1nc(NCC)nc(OCCOC(=O)COc2ccc(Cl)cc2Cl)n1 | -0.6 | 1.0 | -0.9 | 0.3 | 4.1 | 3.6 | -0.2 | 1.5 | -0.4 | -4.0 | 1.6
CC1CCN(Cc2ccc(-c3nn[nH]n3)cc2)CC1 | -2.1 | 1.6 | -0.7 | -0.2 | -7.2 | -1.4 | 0.5 | -0.5 | -0.2 | -5.0 | 1.8
CCCn1c(Cc2ccccc2)nnc1SC(C)C(=O)NC1CC1 (centres undefined) | -0.7 | -6.7 | -0.5 | 0.0 | 0.8 | -1.6 | 0.3 | 1.8 | -2.5 | -11.6 | 0.0
Cc1cc2oc(=O)cc(CN3CCOCC3)c2cc1C | -1.2 | -3.2 | -1.7 | 0.1 | -3.1 | 2.7 | -0.6 | -0.9 | 0.5 | -4.6 | -1.3
CCOc1cc(/C=N/N=C2/NC(=O)C(CC(=O)O)S2)ccc1OS(=O)(=O)c1ccc(C)cc1 (centres undefined) | 0.9 | -0.9 | 0.7 | 0.1 | 0.0 | -1.9 | 0.9 | -1.0 | 1.5 | 1.4 | 6.1
O=C1OC(Nc2nc3ccccc3s2)c2ccccc21 (centres undefined) | 1.2 | 1.6 | -0.3 | 0.7 | -1.3 | 1.1 | 1.8 | -5.2 | 6.0 | 0.4 | 5.2
C[C@H](CO)N1C[C@H](C)[C@H](CN(C)S(=O)(=O)c2cccs2)OCc2cnnn2CCCC1=O | -1.7 | 3.5 | 0.1 | 0.4 | 3.8 | 1.2 | -0.6 | 0.2 | 1.9 | -2.7 | 2.8
Cc1ccc(C(=O)NCCNc2ccc(Cl)cc2[N+](=O)[O-])o1 | -1.6 | 2.1 | -2.0 | -0.6 | 10.1 | -8.2 | 0.3 | -3.3 | 5.8 | 0.5 | -3.1

Two compounds drawn at random from those above:
SMILES | hcDAF12 agonist | PLC-beta3 inh | ssDAF12 agonist | DAX1 inh-1 | NR1D1 modulator | MBD2 inh | DAX1 inh-2 | SMARCA2 act | PLC-gamma1 inh | ADAM17 inh | hgDAF12 agonist
CCCCOn1c(C)c(C(=O)OCC)c2c3nonc3ccc21 | -0.9 | -238.7 | -0.8 | 0.3 | -5.9 | -2.7 | 0.1 | -3.1 | -178.4 | -15.7 | -0.4
CCCn1c(Cc2ccccc2)nnc1SC(C)C(=O)NC1CC1 (centres undefined) | -0.7 | -6.7 | -0.5 | 0.0 | 0.8 | -1.6 | 0.3 | 1.8 | -2.5 | -11.6 | 0.0

An unsorted share of the library; any-hit rate near 7.4%.
